BaF3 parental: reduces parental Ba/F3 cell viability, JAK2V617F counter-screen. inhibition, % at 5.6 µM. CellTiter-Glo ATP luminescence. actives 1.1% (n = 220,000). AID 1486;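 active = inhibition above a per-campaign cutoff, the mean inhibition of all tested compounds plus 3 SD, cut at about 27% in these data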;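 also: 0% = DMSO wells and 100% = JAK Inhibitor I control wells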
PGE2 EP2 inh: EP2 receptor (human) inhibition; AID 1422; P43116; actives 0.52% (n = 260,000); C6 glioma cells expressing human EP2, cAMP TR-FRET; cells stimulated with saturating PGE2; inhibition, % at 25 µM;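 active = percent inhibition above 40 after rounding to a whole number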;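 also: rat C6 glioma host cells with rolipram phosphodiesterase inhibitor present; the protocol text gives 20 µM as final concentration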
Target sequence (P43116 whole entry, looked up): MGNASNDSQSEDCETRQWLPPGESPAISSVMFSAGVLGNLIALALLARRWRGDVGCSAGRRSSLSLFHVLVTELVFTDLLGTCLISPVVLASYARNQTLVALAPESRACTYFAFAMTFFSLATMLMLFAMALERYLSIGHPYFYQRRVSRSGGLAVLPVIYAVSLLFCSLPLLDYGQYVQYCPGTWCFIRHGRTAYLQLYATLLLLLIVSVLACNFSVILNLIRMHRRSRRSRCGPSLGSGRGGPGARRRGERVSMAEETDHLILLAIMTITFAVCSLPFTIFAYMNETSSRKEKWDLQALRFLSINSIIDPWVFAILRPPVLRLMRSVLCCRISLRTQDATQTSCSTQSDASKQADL
p97 ATPase inh: blocks human p97 ATPase activity; P55072; recombinant p97 ATPase, Kinase-Glo ATP luminescence, 3 h; inhibition, % at 8 µM; actives 0.42% (n = 220,000); AID 1481; in the data active = inhibition above about 15%;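 also: 0% = DMSO vehicle and 100% = wells lacking enzyme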
p47phox inh: p47phox (human) inhibition | actives 0.53% (n = 220,000) | inhibition, % at 24.7 µM | p47phox/p22phox peptide binding, fluorescence polarization, 2 h | AID 1274 | P14598;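 active = inhibition above about 30%, limit read from the data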;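 also: 0% = p47phox with labelled peptide and 100% = labelled peptide alone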
Furin inh: human furin inhibition; P09958; purified furin, fluorogenic substrate cleavage; inhibition, % at 30 µM; actives 0.061% (n = 220,000); AID 463115; in the data active = inhibition above about 25%; also: inactives centre near -15
Target sequence (P09958 108-714 limits assumed): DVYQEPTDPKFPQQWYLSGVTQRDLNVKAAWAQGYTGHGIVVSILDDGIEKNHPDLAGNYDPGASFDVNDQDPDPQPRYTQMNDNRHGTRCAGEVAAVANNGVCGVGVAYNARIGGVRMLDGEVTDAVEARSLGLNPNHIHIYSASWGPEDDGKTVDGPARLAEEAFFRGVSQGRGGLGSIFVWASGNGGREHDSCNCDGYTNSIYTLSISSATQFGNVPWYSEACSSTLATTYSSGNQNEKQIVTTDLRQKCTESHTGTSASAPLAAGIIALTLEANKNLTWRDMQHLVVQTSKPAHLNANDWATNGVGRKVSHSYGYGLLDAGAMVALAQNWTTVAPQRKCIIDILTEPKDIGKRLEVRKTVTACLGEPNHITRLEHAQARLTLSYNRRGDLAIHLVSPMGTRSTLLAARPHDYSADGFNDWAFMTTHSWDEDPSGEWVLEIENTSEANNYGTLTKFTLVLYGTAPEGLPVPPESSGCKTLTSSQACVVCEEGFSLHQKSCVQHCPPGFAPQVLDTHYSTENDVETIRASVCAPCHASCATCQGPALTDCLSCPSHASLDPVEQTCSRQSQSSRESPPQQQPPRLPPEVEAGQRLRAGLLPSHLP
PPC-1+TRAIL kill: compounds killing PPC-1 cancer cells with TRAIL present (potentiator screen, no TRAIL-free arm) | PPC-1 cells + TRAIL, ATPLite viability luminescence | cell killing (% activity), % at 4 µM | actives 0.41% (n = 220,000) | AID 1443;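 active = cell killing above 50% in the first pass at 4 µM, then a duplicate retest at 5 µM averaging 50% or more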;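 also: plate controls were cells with TRAIL plus DMSO for no effect and medium-only wells lacking cells for full effect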
RBBP9 inh: human RBBP9 hydrolase inhibition | inhibition, % at 7.94 µM | O75884 | recombinant RBBP9, FP-Rh probe fluorescence polarization | actives 0.2% (n = 220,000);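 active = inhibition above the campaign mean of all tested compounds plus 3 SD, cut at about 14% in these data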;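 also: plate controls were DMSO wells with RBBP9 for no effect and wells lacking RBBP9 protein for full effect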
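Material: RBBP9 protein. Amount: RBBP9 at 2.5 µM in dispensed solution, before mixing. Schedule: 30 min then 45 min, 25 °C. Medium: Tris buffer pH 8.0, NaCl, Pluronic. Measured by: fluorescence polarization. Measure: percent inhibition from mP, scaled between DMSO and no-protein wells. Replication: one well per compound.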
TbHK1 inh: T. brucei hexokinase 1 inhibition. recombinant TbHK1, G6PDH-coupled NADH A340. AID 1430. inhibition, % at 10 µM. actives 0.11% (n = 220,000);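 active = inhibition of 50% or more in the single-dose primary screen; inactive = inhibition below 50%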
Ba/F3 V617F tox: reduce viability of Ba/F3 cells dependent on JAK2V617F; Ba/F3 EpoR-JAK2V617F viability, ATP luminescence; inhibition, % at 5.6 µM; actives 1.1% (n = 220,000);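 active = inhibition above the campaign mean plus 3 SD over all tested compounds, cut at about 24% in these data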;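 also: cytokine-independent growth of Ba/F3 cells driven by EpoR plus mutant JAK2; 0% = DMSO-treated cells and 100% = JAK inhibitor I control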
Active calls of the source: *; & = joins results of further samples; [ ] = another dose, or the depositor's remark. Not all compounds are listed; rates above refer to the full screens.

For CC(=O)c1ccc(-n2nnnc2SCC(=O)N2CCc3ccccc3C2)cc1 the results were BaF3 parental 6, PGE2 EP2 inh 13, p97 ATPase inh 1, p47phox inh -6, Furin inh 19[20 µM], PPC-1+TRAIL kill 19, RBBP9 inh 7, TbHK1 inh 0 and Ba/F3 V617F tox -5.
For COc1ccc(C(=O)CSc2nnc(CNC(=O)c3ccc(OC)c(OC)c3)n2C)cc1 the results were BaF3 parental 2, PGE2 EP2 inh 16, p97 ATPase inh 2, p47phox inh -2, Furin inh -27[20 µM], PPC-1+TRAIL kill -1, RBBP9 inh -3, TbHK1 inh -5 and Ba/F3 V617F tox -2.
Screening Cc1ccc(S(=O)(=O)N2CCN(C(=O)N(C)C)CC2)cc1C returned BaF3 parental 4, PGE2 EP2 inh 11, p97 ATPase inh 1, p47phox inh -15, Furin inh -13[20 µM], PPC-1+TRAIL kill 44, RBBP9 inh -7, TbHK1 inh -8 and Ba/F3 V617F tox -1.
For CN(C)S(=O)(=O)n1cnc2ccccc21 the results were BaF3 parental 3, PGE2 EP2 inh 11, p97 ATPase inh 2, p47phox inh -4, Furin inh -8[20 µM], PPC-1+TRAIL kill 17, RBBP9 inh -10, TbHK1 inh 0 and Ba/F3 V617F tox 2.
Cn1cnnc1SCC(=O)N1N=C2/C(=C/c3ccco3)CCCC2C1c1ccco1 (stereo not given) was read as BaF3 parental 9, PGE2 EP2 inh 16, p97 ATPase inh -8, p47phox inh -10, Furin inh -5[20 µM], PPC-1+TRAIL kill 11, RBBP9 inh 1, TbHK1 inh -34 and Ba/F3 V617F tox 2.
`COC(=O)c1c(NC(=O)c2ccc(C)cc2)csc1C` gave BaF3 parental 1, PGE2 EP2 inh 17, p97 ATPase inh 0, p47phox inh -5, Furin inh -6, PPC-1+TRAIL kill 21, RBBP9 inh 1, TbHK1 inh -4 and Ba/F3 V617F tox -2.
Screening O=C(Nc1ccc(C2SCCS2)cc1)c1ccccc1 returned BaF3 parental 1, PGE2 EP2 inh 5, p97 ATPase inh 2, p47phox inh -9, Furin inh -24, PPC-1+TRAIL kill 18, RBBP9 inh 1, TbHK1 inh -4 and Ba/F3 V617F tox -3.
For O=C(COc1ccccc1)N1CCN=C1c1ccccc1 the results were BaF3 parental 2, PGE2 EP2 inh 5, p97 ATPase inh 1, p47phox inh -4, Furin inh -22[20 µM], PPC-1+TRAIL kill 20, RBBP9 inh 0, TbHK1 inh 1 and Ba/F3 V617F tox 0.
`Cc1cc(C)c2c(C)c(C(=O)NCc3ccc(S(N)(=O)=O)cc3)oc2c1` gave BaF3 parental -1, PGE2 EP2 inh 8, p97 ATPase inh 2, p47phox inh 5, Furin inh -17, PPC-1+TRAIL kill 9, RBBP9 inh -7, TbHK1 inh -5 and Ba/F3 V617F tox -2.
For COc1cc2c(cc1NCc1ccccn1)oc1ccccc12 the results were BaF3 parental 3, PGE2 EP2 inh 15, p97 ATPase inh 6, p47phox inh -14, Furin inh -12[20 µM], PPC-1+TRAIL kill -7, RBBP9 inh -1, TbHK1 inh -11 and Ba/F3 V617F tox -5.
`N/C(=N\NC(=O)Nc1ccc(Cl)cc1)c1ccccn1` gave BaF3 parental -2, PGE2 EP2 inh 3, p97 ATPase inh 4, p47phox inh -7, Furin inh -9, PPC-1+TRAIL kill -6, RBBP9 inh -2, TbHK1 inh -11 and Ba/F3 V617F tox -1.
Screening Cc1ccc(C)c(NC(=O)CSc2ncnc3nc[nH]c23)c1 returned BaF3 parental 5, PGE2 EP2 inh 9, p97 ATPase inh -3, p47phox inh -12, Furin inh -12[20 µM], PPC-1+TRAIL kill 6, RBBP9 inh -9, TbHK1 inh 2 and Ba/F3 V617F tox 3.
CC1(C)CC(=O)C2=C(C1)Oc1ncn(CCO)c(=N)c1C2c1ccccc1 (stereo not given) was read as BaF3 parental 2, PGE2 EP2 inh 11, p97 ATPase inh 3, p47phox inh -15, Furin inh -19, PPC-1+TRAIL kill -2, RBBP9 inh -8, TbHK1 inh 3 and Ba/F3 V617F tox -3.
For C/C(=N\NC(=O)c1cccnc1)c1ccc(-n2ccnc2)cc1 the results were BaF3 parental 0, PGE2 EP2 inh 4, p97 ATPase inh -2, Furin inh -19, PPC-1+TRAIL kill 0, RBBP9 inh -6, TbHK1 inh -18 and Ba/F3 V617F tox -2.
`CC(C)COC(=O)n1c(SCC(=O)N(C)C)nc2ccccc21` gave BaF3 parental -2, PGE2 EP2 inh 10, p97 ATPase inh 2, p47phox inh -3, Furin inh -12, PPC-1+TRAIL kill -4, RBBP9 inh 4, TbHK1 inh 1 and Ba/F3 V617F tox -7.
For CCCC[C@@H]1C[C@H]1[C@@H](NC(=O)c1cccs1)c1ccc(Cl)cc1 the results were BaF3 parental 10, PGE2 EP2 inh 9, p97 ATPase inh 2, p47phox inh -7, Furin inh -16, PPC-1+TRAIL kill 15, RBBP9 inh -5, TbHK1 inh 9 and Ba/F3 V617F tox 0.
For O=C(CNC(=O)c1ccco1)OCC(=O)c1cccc2ccccc12 the results were BaF3 parental 6, PGE2 EP2 inh 18, p97 ATPase inh 8, p47phox inh -3, Furin inh -11[20 µM], PPC-1+TRAIL kill 8, RBBP9 inh -3, TbHK1 inh -10 and Ba/F3 V617F tox 2.
Screening CCNS(=O)(=O)c1ccc(OCCNS(C)(=O)=O)cc1 returned BaF3 parental 2, PGE2 EP2 inh 6, p97 ATPase inh 0, p47phox inh -3, Furin inh -15[20 µM], PPC-1+TRAIL kill 13, RBBP9 inh -4, TbHK1 inh 2 and Ba/F3 V617F tox -3.
For CC(CN(C)Cc1ccccc1)OC(=O)c1cccs1 (stereo not given) the results were BaF3 parental 0, PGE2 EP2 inh 3&6, p97 ATPase inh 7, p47phox inh -8, Furin inh 3[20 µM], PPC-1+TRAIL kill 9, RBBP9 inh -5, TbHK1 inh 5 and Ba/F3 V617F tox -1.
CSc1nsc(SC)c1NC(=O)N1CCCCC1 was read as BaF3 parental 4, PGE2 EP2 inh 7, p97 ATPase inh -2, p47phox inh -3, Furin inh -9[20 µM], PPC-1+TRAIL kill 19, RBBP9 inh -4, TbHK1 inh -7 and Ba/F3 V617F tox -1.
For CN(C)C(CNC(=O)c1ccc2c(c1)S(=O)(=O)c1ccccc1C2=O)c1ccco1 (stereo not given) the results were BaF3 parental 6, PGE2 EP2 inh 15, p97 ATPase inh -2, p47phox inh -2, Furin inh -24, PPC-1+TRAIL kill 7, RBBP9 inh -1, TbHK1 inh 3 and Ba/F3 V617F tox 5.
Screening COc1cc(C2N(c3ccccc3)CCN2c2ccccc2)ccc1OC(C)=O returned BaF3 parental 6, PGE2 EP2 inh 15, p97 ATPase inh -3, p47phox inh 1, Furin inh -6, PPC-1+TRAIL kill 2, RBBP9 inh -2, TbHK1 inh 3 and Ba/F3 V617F tox 2.
For O=C(Nc1ccccc1N1CCCCC1)c1cccs1 the results were BaF3 parental 5, PGE2 EP2 inh 4, p97 ATPase inh -5, p47phox inh -23, Furin inh -25[20 µM], PPC-1+TRAIL kill -12, RBBP9 inh 0, TbHK1 inh -6 and Ba/F3 V617F tox -1.
For Cc1ccc(NC(=O)COC(=O)C(NS(=O)(=O)c2ccc(Cl)cc2)C(C)O)c(Br)c1 (stereo not given) the results were BaF3 parental 2, PGE2 EP2 inh 7, p97 ATPase inh 5, p47phox inh -9, Furin inh -25, PPC-1+TRAIL kill 21, RBBP9 inh -8, TbHK1 inh -1 and Ba/F3 V617F tox -2.
Screening Cc1cc(C)cc(N(C(C)C(=O)N2CCOCC2)S(C)(=O)=O)c1 (stereo not given) returned BaF3 parental 0, PGE2 EP2 inh 7&6, p97 ATPase inh 5, p47phox inh -9, Furin inh -13, PPC-1+TRAIL kill -6, RBBP9 inh 1, TbHK1 inh -5 and Ba/F3 V617F tox -4.
Screening CCNC(=O)CC1C(=O)N(c2ccc(F)cc2)C(=S)N1CCc1ccncc1 (stereo not given) returned BaF3 parental -1, PGE2 EP2 inh 0, p97 ATPase inh -1, p47phox inh 0, Furin inh -25, PPC-1+TRAIL kill 16, RBBP9 inh 0, TbHK1 inh -7 and Ba/F3 V617F tox -3.
For COc1cc(CN2CCN(CCc3ccccc3)C(CCO)C2)cc(OC)c1 (stereo not given) the results were BaF3 parental 9, PGE2 EP2 inh 1, p97 ATPase inh 2, p47phox inh -3, Furin inh -26, PPC-1+TRAIL kill 0, RBBP9 inh -10, TbHK1 inh -9 and Ba/F3 V617F tox 1.
`CCOC(=O)CN=C/C(C(=O)Nc1nccs1)=C(/C)O` gave BaF3 parental 11, PGE2 EP2 inh 14, p97 ATPase inh -1, p47phox inh -14, Furin inh -24, PPC-1+TRAIL kill 12, RBBP9 inh -5, TbHK1 inh -6 and Ba/F3 V617F tox 4.
Fc1ccc(NC(=S)NC23CN4CN(CN(C4)C2)C3)cc1 was read as BaF3 parental 5, PGE2 EP2 inh 5, p97 ATPase inh 6, p47phox inh -3, Furin inh -24, PPC-1+TRAIL kill 10, RBBP9 inh -5, TbHK1 inh 0 and Ba/F3 V617F tox -2.
For CCCCOC(=O)c1cc(=O)[nH]c(=O)[nH]1 the results were BaF3 parental -1, PGE2 EP2 inh 20, p97 ATPase inh 6, p47phox inh -9, Furin inh -20, PPC-1+TRAIL kill 10, RBBP9 inh 0, TbHK1 inh -10 and Ba/F3 V617F tox -1.
For CCCc1cc(=O)[nH]c(/N=C(/NC(=O)C(C)N2C(=O)c3ccccc3C2=O)Nc2ccccc2)n1 (stereo not given) the results were BaF3 parental 2, PGE2 EP2 inh 11, p97 ATPase inh 4, p47phox inh -16, Furin inh -16[20 µM], PPC-1+TRAIL kill -12, RBBP9 inh 6, TbHK1 inh 0 and Ba/F3 V617F tox -5.
Screening N/C(=N\OC(=O)c1cccc2ccccc12)c1cccnc1 returned BaF3 parental 11, PGE2 EP2 inh 12, p97 ATPase inh -2, p47phox inh 1, Furin inh -22, PPC-1+TRAIL kill 18, RBBP9 inh -9, TbHK1 inh -11 and Ba/F3 V617F tox 1.
Screening Cc1ccc2c(CC(=O)Nc3sccc3C(N)=O)coc2c1 returned BaF3 parental 1, p97 ATPase inh -1, p47phox inh -14, Furin inh -17, PPC-1+TRAIL kill 1, RBBP9 inh -8, TbHK1 inh -2 and Ba/F3 V617F tox 0.
`Nc1ccc2oc(-c3ccccc3Cl)cc(=O)c2c1O` gave BaF3 parental 7, PGE2 EP2 inh 10, p97 ATPase inh 10, p47phox inh 4, Furin inh -21, PPC-1+TRAIL kill -14, RBBP9 inh -9, TbHK1 inh 0 and Ba/F3 V617F tox -2.
Screening CC(C)CCc1noc(CN2CCN(c3ccc(Cl)cn3)CC2)n1 returned BaF3 parental 2, PGE2 EP2 inh 5, p97 ATPase inh -3, p47phox inh -1, Furin inh -9, PPC-1+TRAIL kill 6, RBBP9 inh -9, TbHK1 inh -6 and Ba/F3 V617F tox -1.

Fetched one by one from above, 2 records:
Screening Cc1ccc2c(CC(=O)Nc3sccc3C(N)=O)coc2c1 returned BaF3 parental 1, p97 ATPase inh -1, p47phox inh -14, Furin inh -17, PPC-1+TRAIL kill 1, RBBP9 inh -8, TbHK1 inh -2 and Ba/F3 V617F tox 0.
`Nc1ccc2oc(-c3ccccc3Cl)cc(=O)c2c1O` gave BaF3 parental 7, PGE2 EP2 inh 10, p97 ATPase inh 10, p47phox inh 4, Furin inh -21, PPC-1+TRAIL kill -14, RBBP9 inh -9, TbHK1 inh 0 and Ba/F3 V617F tox -2.
